# EPAC2 agonist: agonists of human EPAC2 (RAPGEF4); Q8WZA2; EPAC2 activation, biochemical qHTS; response scale: 100% = 6.5 mM cAMP response; Potency, µM (doses to about 154 µM), inactives show top-dose activation, actives largely listed as activators; hit rate 0.079% among 360,000; AID 720711; note: potency is the fitted concentration of half-maximal effect; nearly all actives have a fitted effect of over 50% in size
# Target sequence (Q8WZA2 whole entry, looked up): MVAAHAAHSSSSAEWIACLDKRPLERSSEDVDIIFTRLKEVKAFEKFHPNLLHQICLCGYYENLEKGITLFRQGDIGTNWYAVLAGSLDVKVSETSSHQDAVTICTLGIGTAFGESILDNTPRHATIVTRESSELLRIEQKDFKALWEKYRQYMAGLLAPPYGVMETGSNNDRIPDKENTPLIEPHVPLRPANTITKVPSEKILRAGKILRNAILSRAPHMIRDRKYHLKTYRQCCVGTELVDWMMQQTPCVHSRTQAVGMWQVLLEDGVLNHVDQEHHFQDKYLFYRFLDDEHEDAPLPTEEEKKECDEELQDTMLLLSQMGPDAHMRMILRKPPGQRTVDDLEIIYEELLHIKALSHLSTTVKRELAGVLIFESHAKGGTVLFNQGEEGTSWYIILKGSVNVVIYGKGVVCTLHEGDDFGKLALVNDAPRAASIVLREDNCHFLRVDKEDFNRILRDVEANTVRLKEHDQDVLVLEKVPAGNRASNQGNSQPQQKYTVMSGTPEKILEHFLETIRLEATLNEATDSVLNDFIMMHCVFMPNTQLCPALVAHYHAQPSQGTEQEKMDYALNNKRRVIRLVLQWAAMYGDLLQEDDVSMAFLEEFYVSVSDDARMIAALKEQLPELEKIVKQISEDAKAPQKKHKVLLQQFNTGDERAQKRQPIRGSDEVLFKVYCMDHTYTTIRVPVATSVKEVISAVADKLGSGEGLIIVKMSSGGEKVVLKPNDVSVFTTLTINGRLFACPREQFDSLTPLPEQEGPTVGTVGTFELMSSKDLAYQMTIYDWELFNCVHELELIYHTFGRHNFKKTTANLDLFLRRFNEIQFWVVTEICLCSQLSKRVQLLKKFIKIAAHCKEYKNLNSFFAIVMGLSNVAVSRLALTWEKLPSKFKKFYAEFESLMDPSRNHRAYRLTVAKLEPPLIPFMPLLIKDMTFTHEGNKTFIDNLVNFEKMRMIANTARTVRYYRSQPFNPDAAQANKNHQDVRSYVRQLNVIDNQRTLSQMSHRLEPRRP
#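 Each well held 100 nM EPAC2, 250 nM RAP1B-BODIPY-GDP and 50 uM GDP. Fluorescence, read at 5-min intervals to 30 min, was referenced to a 6.5 mM cAMP positive control.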
# DRD3 agonist: D3 dopamine receptor (human) agonism. D3R DiscoveRx beta-arrestin cells, luminescence, 90 min. P35462. max activation, %. hit rate 0.58% among 410,000; in the data active = max activation above about 30%; note: 0% is about no effect; mostly tested at two doses, the higher about 12 µM
#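 Agonist-mode cell screen: cells plated at 1500/well and incubated overnight at 37 °C, then exposed to library compounds for 90 min at 37 °C. Detection reagent was added for 30–60 min at room temperature, and luminescence was read.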
# D3 antag: blocks the human D3 dopamine receptor; P35462; D3R cells, DiscoveRx beta-arrestin luminescence, antagonist mode; hits give low values; max response, negative = inhibition, %; hit rate 2.5% among 360,000; AID 652054; in the data active = max response below about -50%; inconclusive = no clear call, values can overlap the other calls; note: % is set by controls: 0 for no effect and ±100 for the full control effect; mostly tested at two doses, the higher about 12 µM
#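 Cells plated overnight at 1500 cells/well, then exposed to library compounds with dopamine controls for 90 minutes at 37 degrees C. DiscoveRx reagent added for 30–60 minutes at room temperature; luminescence read, quantitative HTS format.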
# CCT chaperon mod: modulators of cytosolic chaperonin (CCT/TRiC) activity. purified chaperonin ATPase assay, HTRF ADP detection, 30 min. activity change, % (test concentration not listed), hits read low. hit rate 0.3% among 360,000. AID 651819; in the data active = activity change below about -30%; note: % is set by controls: 0 for no effect and ±100 for the full control effect
#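 TRiC (40 or 20 nM final, by batch activity) in 30 mM Tris pH 7.4, 100 mM KCl, 5 mM MgCl2, 1 mM DTT was treated with compound at 76 uM single dose, then 10 uM ATP, 30 min at 37 °C. ADP was read by HTRF Transcreener.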
# EPAC2 antagonist: antagonists of human EPAC2. hit rate 0.18% among 360,000. EPAC2 GEF exchange of Rap1B-BODIPY-GDP, fluorescence. AID 720708. Potency, µM (doses to about 114 µM), for the others: at the top dose activity, negative = inhibition, hits mostly inhibitors. Q8WZA2; note: potency is the fitted concentration of half-maximal effect; % is set by controls: 0 for no effect and ±100 for the full control effect; nearly all actives have a fitted effect of over 45% in size; many of its hits are not listed in these tables
# pAkt inh: inhibitors of Akt phosphorylation. Neuro2A IGF-stimulated pAkt S473 HTRF, 20 min; hits give low values. activity change, % for hits at 50 µM. hit rate 0.32% among 360,000; in the data active = activity change below about -80%; inconclusive = mostly about -51% to -80%; note: % is set by controls: 0 for no effect and ±100 for the full control effect
#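 Neuro2A cells (4,500/well, DMEM with 0.5% FBS) were treated with compound at a single 50 µM final concentration, stimulated with 6 nM IGF for 20 min at 37 °C, and lysed. Phospho-Akt Ser473 was read by HTRF as 665/615 ratio ×10^4.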
# PTHR1 ag: PTHR1 (human) receptor agonism; HEK293 GP2 PTHR1 cells, GloSensor cAMP luminescence, 1 h; Potency, µM (series often up to 115 µM), inactives show at the highest dose activation, actives largely listed as activators; hit rate 0.075% among 410,000; note: potency is the fitted concentration of half-maximal effect; nearly all actives have a fitted effect of over 55% in size; some results filed as inactive show a strong effect at the top dose; inactives centre near -15; many of its hits are not listed in these tables
#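 HEK-293-derived GP2 cells expressing PTHR1 and a GloSensor cAMP reporter, 3,000/well, plated overnight, given luciferin plus IBMX (each 0.5 mM as added) for 1 h at 37 °C, then compound for 1 h at 37 °C. Luminescence was read after 15 min at room temperature.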
# Mm-Cpn inhibitor: blocks the Methanococcus maripaludis chaperonin Mm-Cpn. purified Mm-Cpn ATPase, ADP Transcreener TR-FRET. Potency, µM (titrated, usually from 76.9 µM), for the others: at the highest dose activity, negative = inhibition, most hits filed as inhibitors. hit rate 0.031% among 330,000; note: potency is the fitted concentration of half-maximal effect; % is set by controls: 0 for no effect and ±100 for the full control effect; nearly all actives have a fitted effect of over 80% in size
#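 Compound-treated chaperonin, 25 nM final, turns over 10 uM ATP at 37°C for 30 min following a 10 min preincubation; ADP generated competes with ADP-d2 for Eu-cryptate antibody, lowering FRET.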
# Starred values were filed as active, the others as inactive; i = inactive; ? = inconclusive; . = not tested or not shown; [ ] = remark or other dose. Unless noted, calls come from the whole dose curve; as a rule, active = well fitted curve in the direction sought with a large enough effect; inconclusive = small, poorly fitted or top-dose-only effect, or another doubt; inactive = no such curve, though single readings can be large; an effect the other way counts as inactive or inconclusive.
SMILES,EPAC2 agonist,DRD3 agonist,D3 antag,CCT chaperon mod,EPAC2 antagonist,pAkt inh,PTHR1 ag,Mm-Cpn inhibitor
CC(C)CN(C(=O)COC(=O)C1CC1)c1c(N)n(Cc2ccccc2)c(=O)[nH]c1=O,12%,1,-1,-3.2,13%,i,-14%,1%
CC1=C(Sc2ccccn2)C(=O)NC(C)(C)C1,8%,-1,14,-3.7,-2%,i,i,0%
CCOC(=O)N1CCN(C(=O)CNC(=O)c2nn(-c3ccc(OC)c(Cl)c3)c(=O)c3ccccc23)CC1,14%,9,60,-1.7,?,i,-12%,0%
CCCCn1c(CNC(=O)CC)nc2ccccc21,7%,-2,-19,0.5,10%,i,-9%,-2%
O=C(Cn1cnc([N+](=O)[O-])n1)NC1CC1,2%,3,-4,-1.2,4%,i,-16%,-1%
CN(C1CCCCC1)S(=O)(=O)c1ccc(NC(=O)Cn2nc(-c3ccc(F)cc3)ccc2=O)cc1,-4%,-4,-24,-2.4,-12%,i,i,1%
O=C(Nc1ccc2c(c1)OCO2)c1ccc(Cl)nc1,8%,0,0,-0.8,-4%,i,-13%[57.5 µM],0%
O=C(O)C1CCCNC1 (stereo not given),5%,1,9,0.0,1%,i,i,0%
CSc1nc(C)cc(SCC(=O)Nc2ccccc2)n1,1%,4,24,0.4,10%,i,-20%[57.5 µM],-2%
CC1(C)Cc2nc3oc4c(N5CCOCC5)ncnc4c3cc2CO1,-9%,5,40,-0.7,-11%,.,i,-2%
COc1ccccc1-c1nn(Cc2ccccc2)cc1C(=O)NCC(c1ccco1)N1CCCC1 (stereo not given),7%,-8,14,0.3,5%,i,-23%,0%
COc1ccc(S(=O)(=O)N2CCCCCC2)cc1C(=O)N(C)CC(=O)Nc1ccc(F)cc1,-1%,-8,-5,-0.6,-3%,i,1%,-6%
CC(=O)c1ccc(N2CCN(Cc3cc(=O)n4c(-c5ccccc5)csc4n3)CC2)cc1,3%,-11,-5,-1.9,-3%,i,-27%,.
CCOP(=O)(OCC)C(Nc1ccccc1)c1cc(OC)ccc1OC (stereo not given),4%,-2,-25,-3.2,-4%,i,-9%,3%
CCCCCCSc1ccc(-c2nc3cnccn3c2NC2CCCCC2)cc1,-4%,3,-4,0.6,-25%,i,-9%,.
O=C(O)CSC(=S)N1CCCCC1,8%,-1,-18,-1.7,4%,i,-16%,0%
COC(=O)c1ccc(-c2ccc(F)cc2)nc1C,2%,-1,4,1.6,2%,i,-9%,-1%
CCCCOc1ccccc1C(=O)NCCCCCC(=O)O,2%,-6,?,-1.3,1%,i,i,-2%
CCN(CC)C(=O)CN1CCN(c2ccccc2F)CC1,1%,-11,-27,0.1,8%,i,i,1%
SC(COCc1ccccc1)CN1CCN(Cc2ccc3c(c2)OCO3)CC1 (stereo not given),10%,-16,-55*,-6.7,20%,i,-8%,0%

# The last 5 entries of the part above are carried over, then new ones follow.
SMILES,EPAC2 agonist,DRD3 agonist,D3 antag,CCT chaperon mod,EPAC2 antagonist,pAkt inh,PTHR1 ag,Mm-Cpn inhibitor
O=C(O)CSC(=S)N1CCCCC1,8%,-1,-18,-1.7,4%,i,-16%,0%
COC(=O)c1ccc(-c2ccc(F)cc2)nc1C,2%,-1,4,1.6,2%,i,-9%,-1%
CCCCOc1ccccc1C(=O)NCCCCCC(=O)O,2%,-6,?,-1.3,1%,i,i,-2%
CCN(CC)C(=O)CN1CCN(c2ccccc2F)CC1,1%,-11,-27,0.1,8%,i,i,1%
SC(COCc1ccccc1)CN1CCN(Cc2ccc3c(c2)OCO3)CC1 (stereo not given),10%,-16,-55*,-6.7,20%,i,-8%,0%
CC1(C(=O)NS(=O)(=O)C2CC2)CCCN(C(=O)c2ccccc2C(F)(F)F)C1 (stereo not given),6%,5,5,-0.3,7%,i,-20%,.
COc1ccccc1CNC(=O)Cn1nnnc1CN(C)C(C)C,3%,-9,-3,-1.1,1%,i,i,0%
N/C(=N/OCC(=O)Nc1cccc2ccccc12)c1nonc1N,9%,1,?,-1.9,-1%[57.1 µM],i,-7%[57.5 µM],1%
CCC1CCCCN1CCCNC(=O)CCCOc1cc(=O)n(C)c2ccccc12 (stereo not given),6%,-9,-4,-2.4,-3%,i,i,-1%
COc1ccc(F)cc1-c1cc(NC(C)=O)c2ncc(-c3cc(OC)c(OC)c(OC)c3)n2c1,-6%,3,-9,-0.6,0%,i,-22%,.
COc1ccc(C(=O)Nc2sc3c(c2C(=O)O)CC(C)(C)OC3)cc1,7%,2,-15,0.6,8%,i,-5%,-2%
Cc1ccc(N2CC(C(=O)OCC(=O)c3ccc[nH]3)CC2=O)cc1 (stereo not given),-4%,1,11,-1.7,-2%,i,i,1%
CCOC(=O)CCCSc1nc2sc(C)c(C)c2c(=O)[nH]1,6%,-1,-18,-1.6,0%,i,i,-13%
Cn1nc(C(F)(F)F)c(CO)c1Sc1ccc(F)cc1,3%,-3,-9,-1.4,-3%,i,i,2%
Cc1ccc(Cn2c(SCC(=O)NCC3CCCO3)nc3c(sc4ccccc43)c2=O)cc1 (stereo not given),3%,1,13,-2.2,9%,i,i,-1%
Cc1c(C#N)c(N)nc2c3c(sc12)NC(=O)CC3c1ccc(F)cc1 (stereo not given),3%,3,50,0.4,5%,i,9%,-2%
CC1(C)C(/C=C/C=C/C=C/C=C2\N(CCCCS(=O)(=O)O)c3ccc4ccccc4c3C2(C)C)=[N+](CCCCS(=O)(=O)[O-])c2ccc3ccccc3c21,1%,6,?,0.4,-6%,i,-12%,.
CCN1CCCC1CNC(=O)c1ccc(Sc2ccc(F)cc2)c([N+](=O)[O-])c1 (stereo not given),-2%,-8,-77*,1.8,7%,i,i,-4%
CCCCn1c(N)c(N(CCC(C)C)C(=O)c2ccc(C)c(S(=O)(=O)N3CCOCC3)c2)c(=O)[nH]c1=O,-9%,3,7,-1.5,18%,i,-21%,1%
COC(=O)c1ccc(N2C(=O)Nc3ccccc3N2O)cc1,5%,6,19,0.6,-4%,i,i,0%
Cc1nn(Cc2ccccc2)c(C)c1C(=O)N1CCN(CC(=O)Nc2ccccc2Cl)CC1,9%,7,3,-2.7,-13%,i,-21%,3%
O=C(O)CN1C(=O)/C(=C\c2cccc(OCc3ccc(Cl)cc3Cl)c2)SC1=S,6%,-8,?,1.5,?,i,-12%,2%
O=C(OCn1nnc2ccccc2c1=O)C1CCN(S(=O)(=O)c2cccs2)CC1,0%,0,-2,-3.4,-1%,i,i,-5%
CCOC(=O)C1=CC[C@@H](c2cccc(C)c2)N(S(=O)(=O)c2ccc(C)cc2)[C@H]1C(=O)OCC,4%,0,12,0.7,-1%,i,-7%,1%
CCN(c1ccccc1)S(=O)(=O)c1cc([N+](=O)[O-])ccc1N,8%,-4,-4,-2.6,-16%,i,-21%,1%
Cc1ccc(CN2CC34C=CC(O3)C(C(=O)NCc3ccc5c(c3)OCO5)C4C2=O)cc1 (stereo not given),-18%,1,9,-0.7,1%,i,-5%[57.5 µM],-3%
CC(=O)N1CC(C)Oc2ccc(S(=O)(=O)Nc3ccc(Cl)cn3)cc21 (stereo not given),5%,3,5,-2.3,4%,i,i,-9%
C=CCn1c(COc2ccc(Cl)cc2)nnc1SCC(=O)NCC(=O)OCC,2%,-1,17,0.8,3%,i,i,2%
CC1CC2(C)Oc3ccccc3CC2C(C)C1CNCCCN(C)C (stereo not given),2%,-19,?,1.2,5%,i,-5%,0%
CCCCN1CNC(=S)N(CCc2ccccc2)C1,2%,-7,-16,-3.3,3%,i,i,0%
CC12CCC(C(=O)Nc3c(Cl)cccc3Cl)(C(Br)C1=O)C2(C)C (stereo not given),6%,-4,-5,-0.1,11%,i,i,0%
COc1ccc(N(CC(=O)Nc2ccc3c(c2)OCO3)S(=O)(=O)c2ccccc2)c(OC)c1,12%,-4,-2,-1.3,-5%,i,i,0%
O=C(NC(Cc1ccccc1)C(=O)O)C1CCCCC1 (stereo not given),-5%,21,59,-0.2,-4%,i,6%,1%
C=C(C)C1CC=C(C)/C(=N\NC(=O)CNc2ccccc2OC)C1 (stereo not given),6%,2,18,-0.3,-10%,i,-26%,1%
CCN(CC)S(=O)(=O)c1ccc(N2CCCC2)c(NC(=O)C2=NN(c3ccccc3)C(=O)CC2)c1,10%,6,-9,0.8,2%,i,10%,-5%
CCOC(=O)c1[nH]c(C)c(C(=O)OCC(=O)NC2CCS(=O)(=O)C2)c1C (stereo not given),-3%,4,4,-0.6,2%,i,-27%,-1%
CSc1ccc(C=NNc2ccc(S(=O)(=O)Nc3ccccc3C(=O)O)cc2[N+](=O)[O-])cc1,-2%,-4,9,-1.0,-24%,i,-22%,3%
CCOc1ccc(-c2cn(-c3cccc(SC)c3)c(=O)[nH]2)cc1,12%,-1,-4,-0.9,-2%,i,i,-2%
CCc1ccc(-c2nc(CN3CCC(C(=O)N4CCN(c5ccccc5)CC4)CC3)c(C)o2)cc1,0%,3,9,-3.1,-7%,i,-15%,-2%
COc1ccccc1CNC(=O)c1cnc2ccccn2c1=O,14%,-1,?,-1.7,6%,i,-2%,1%
O=C(c1ccccn1)N(CC1CCCO1)C1(C(=O)NC2CCCCC2)CCCCC1 (stereo not given),-15%,1,-4,0.4,6%,i,i,0%
CS(=O)(=O)Nc1nc2n(n1)C(c1ccc(F)cc1)CC(c1ccccc1)N2 (stereo not given),4%,0,6,1.3,15%,i,-10%,-1%
CCC(C)NC(=S)N1CCN(C(c2ccccc2)c2ccccc2)CC1 (stereo not given),10%,4,5,0.3,4%,i,-22%,1%
Cc1nc(SCC(=O)Nc2cccc(S(=O)(=O)N3CCOCC3)c2)nc(C)c1C,10%,-12,-2,-3.6,-4%,i,-6%,3%
O=C(Nc1ccc(C#Cc2ccccc2)cc1)C1CC1,5%,-7,10,-0.1,-4%,i,i,-5%
CCOC(=O)C(=O)N1CCN(CC)CC1,-1%,1,9,0.1,2%,i,i,2%
CC(C)CCn1nnnc1C(c1ccccc1)N1CCN(C)CC1 (stereo not given),-1%,2,-15,-2.2,7%,i,i,-1%

# Some of the compounds tested (hit frequency here may not be typical).
